STK33 kinase inh – human STK33 kinase inhibition; Q9BYT3; purified STK33, MBP phosphorylation, ADP-Glo luminescence; inhibition, % at 10 µM; 320,000 compounds, 0.073% hits; AID 2661;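 active = inhibition at or above 25%, using the most active replicate where run in duplicate; inactive = inhibition below 25%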
Target sequence (Q9BYT3 whole entry, looked up): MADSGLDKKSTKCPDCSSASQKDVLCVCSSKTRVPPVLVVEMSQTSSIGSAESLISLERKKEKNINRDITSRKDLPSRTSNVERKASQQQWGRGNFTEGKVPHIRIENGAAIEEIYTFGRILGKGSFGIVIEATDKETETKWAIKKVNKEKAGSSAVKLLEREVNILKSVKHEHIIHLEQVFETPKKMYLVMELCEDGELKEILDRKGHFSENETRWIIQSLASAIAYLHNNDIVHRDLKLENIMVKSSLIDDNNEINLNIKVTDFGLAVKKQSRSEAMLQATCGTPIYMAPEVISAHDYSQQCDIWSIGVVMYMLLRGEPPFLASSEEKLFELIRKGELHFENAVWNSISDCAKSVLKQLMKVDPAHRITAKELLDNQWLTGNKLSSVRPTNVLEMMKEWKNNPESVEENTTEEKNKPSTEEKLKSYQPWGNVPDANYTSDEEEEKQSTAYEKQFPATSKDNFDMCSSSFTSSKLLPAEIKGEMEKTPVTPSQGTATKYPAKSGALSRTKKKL
OX1R antag – antagonists of human orexin 1 receptor (OX1R) | OX1R-expressing cells, FRET antagonist read-out | O43613 | inhibition, % at 6.6 µM | 330,000 compounds, 1.8% hits; in the data active = inhibition mostly above about 38%, no sharp cut-off; inactive = mostly below about 40%;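 note: 0% = agonist challenge alone and 100% = reference antagonist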
Target sequence (O43613 whole entry, looked up): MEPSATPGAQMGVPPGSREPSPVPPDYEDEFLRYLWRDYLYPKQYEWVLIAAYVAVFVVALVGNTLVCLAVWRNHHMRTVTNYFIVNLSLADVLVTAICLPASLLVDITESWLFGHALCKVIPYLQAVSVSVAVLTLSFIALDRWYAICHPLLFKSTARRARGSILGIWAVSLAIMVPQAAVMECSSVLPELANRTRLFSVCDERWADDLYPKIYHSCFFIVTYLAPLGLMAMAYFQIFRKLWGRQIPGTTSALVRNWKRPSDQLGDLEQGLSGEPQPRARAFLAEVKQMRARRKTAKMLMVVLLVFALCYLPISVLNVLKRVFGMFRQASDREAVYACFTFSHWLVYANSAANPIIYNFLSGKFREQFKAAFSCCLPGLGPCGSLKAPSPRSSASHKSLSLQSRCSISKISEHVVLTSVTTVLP
* marks the source's active call; other numbers are inactive results; · = not tested or not shown. Rows are unselected. About 1.8% of those tested had a hit in this group.

SMILES | STK33 kinase inh | OX1R antag
CC(=O)c1ccc(OCC(=O)N(C2CCCCC2)C2CCS(=O)(=O)C2)cc1 (stereo unspecified) | -2.3 | 12
CCONC(=O)Nc1ccccc1[N+](=O)[O-] | 0.0 | 18
CCN1C(=S)N[C@@H](c2ccccc2)C(C(=O)OC)=C1C | -1.2 | 15
N/C(=N\S(=O)(=O)c1cc(C(F)(F)F)cc(C(F)(F)F)c1)c1ccc(Cl)cc1 | -0.6 | 15
COCC(=O)Nc1nc(-c2ccc([N+](=O)[O-])cc2)cs1 | -0.6 | 53
COc1ccc(N2CCN(C(=O)CCc3c[nH]c4ccccc34)CC2)cc1 | 1.8 | 17
COc1ccc(-c2csc(N3CCSCC3)n2)cc1 | -1.5 | 29
COc1cc(Nc2nc(SCC#N)nc3ccccc23)cc(OC)c1OC | -3.3 | -3
Cc1noc(C)c1S(=O)(=O)Nc1ccc(C(=O)Nc2ccc(OC(F)(F)F)cc2)cc1 | -1.4 | 6
CC(=O)N/N=C(\C)c1ccc(Br)cc1Br | 1.5 | 5
CC(=O)N1CCN(Cc2nc3cc(NC(=O)Nc4ccccc4)ccc3n2C)CC1 | -1.4 | -3
CCCCCN(C(=O)CCC(=O)OCC(=O)N(CC#N)c1ccccc1)c1c(N)n(CCCC)c(=O)[nH]c1=O | -1.2 | 16
C=CCNC(=O)Cn1nnc(-c2ccc(-c3ccc(OC)cc3)cc2)n1 | -0.2 | 10
CN1C(=O)NC(c2ccccc2)C2=C1CN(Cc1ccccc1)C2=O (stereo unspecified) | 8.3 | 34
N#Cc1ccc(C(=O)Nc2ccc(S(=O)(=O)NC3=NCCCCC3)cc2)cc1 | 0.6 | 9
CCOC(=O)CC(=O)CSc1nc2ccc(C)cc2cc1C#N | -0.4 | 1
CN(C)C(=O)CSc1nc(-c2ccccc2)c(-c2ccccc2)o1 | 2.2 | 18
CC(C)(C)c1cc(OC(=O)C2CCCC2)ccc1O | -1.4 | 6
CCC(C)(C)n1nnnc1C(c1ccc(OC)c(OC)c1)N1CCN(c2ccccc2)CC1 (stereo unspecified) | -2.2 | 21
Cc1sc(NC(=O)Nc2ccccc2)c(C(N)=O)c1C | -0.4 | 25
CC(C)n1c(SCC(=O)N2CCN(C(=O)c3ccco3)CC2)nc2c1c(=O)n(C)c(=O)n2C | -2.8 | 14
[O-][n+]1c2c(nn1-c1ccc(Cl)c(Cl)c1)-c1nonc1CC2 | -1.9 | 18
COc1ccc(-n2c(-c3ccco3)nc3c(cnn3-c3ccc(C)cc3)c2=O)cc1 | -1.7 | 8
CC(Oc1ccc(C(=O)c2ccccc2)cc1)C(=O)N1CCOCC1 (stereo unspecified) | -0.9 | 14
C/C(=N\NC(=O)c1cc(C(C)C)[nH]n1)c1ccco1 | 3.0 | 8
CC(C)N1CCC(N2CCN(Cc3cccnc3)CC2CCO)CC1 (stereo unspecified) | -0.6 | 17
Cc1oc(-c2ccccc2F)nc1CS(=O)(=O)CC(=O)N1CCN(c2ccccc2)CC1 | -0.8 | 6
CCCCNC(=O)C(=O)NC(C)CCc1ccccc1 (stereo unspecified) | 1.6 | 8
CCC(NS(=O)(=O)c1cccs1)c1ccc(C)cc1 (stereo unspecified) | -1.7 | 4
Cc1cc(SCC(=O)Nc2cccc(S(=O)(=O)N3CCOCC3)c2)nc2ccccc12 | -1.3 | 26

An excerpt from above in order of their number in OX1R antag, lowest first:
SMILES | STK33 kinase inh | OX1R antag
CCCCNC(=O)C(=O)NC(C)CCc1ccccc1 (stereo unspecified) | 1.6 | 8
[O-][n+]1c2c(nn1-c1ccc(Cl)c(Cl)c1)-c1nonc1CC2 | -1.9 | 18
Cc1cc(SCC(=O)Nc2cccc(S(=O)(=O)N3CCOCC3)c2)nc2ccccc12 | -1.3 | 26

Additional compounds.
SMILES | STK33 kinase inh | OX1R antag
CCOC(=O)Cn1c2ccc(C)cc2c2nc(C)sc21 | -1.0 | 4
CCOC(=O)[C@H]1[C@H]2COc3ccc(Br)cc3[C@@H]2N2C(=O)N(c3ccc(F)cc3)C(=O)[C@@]12C | -2.7 | 15
c1cncc(-c2noc(-c3ccco3)n2)c1 | 1.5 | 2
CC(C)C(=O)c1cc2c(cc1NC(=O)c1ccccc1)OCCO2 | -0.4 | 0
COC(=O)c1cc(C(=O)c2ccccc2)n2c(=O)/c(=C\N(C)C)sc12 | -1.6 | 18
CC(COS(N)(=O)=O)Cc1ccc(C(F)(F)F)cc1 (stereo unspecified) | -1.1 | 4
O=C(NCC1CCCN(Cc2ccccc2F)C1)c1cccc(C(F)(F)F)c1 (stereo unspecified) | -0.3 | 24
O=C(CSc1nc2ccccc2c(=O)n1-c1ccccc1)N1CCC1 | -0.6 | 10
CCOC(=O)c1sc(=S)n(-c2ccc(OC)cc2)c1C | -2.1 | 12
O=C(O)/C=C\C(=O)Nc1ccccc1N1CCN(c2ccccc2)CC1 | -0.4 | 7
CC1=C(C(=O)OCc2ccccc2)C(c2cccc([N+](=O)[O-])c2)NC(=O)N1 (stereo unspecified) | · | 17
CN(C)C(CNC(=O)c1c(F)cccc1Cl)c1ccco1 (stereo unspecified) | -2.1 | 3
O=C1CN(C(=O)COC(=O)c2ccco2)c2ccccc2N1 | -0.4 | 2
O=S(=O)(c1ccccc1)N(CC(O)COc1ccccc1)c1ccccc1 (stereo unspecified) | -0.6 | 22
CC(C)c1nc2n[nH]c(N)c2c2c1CCC2 | 0.4 | 14

Some of these compounds in order of number of heavy atoms, largest number first.
SMILES | STK33 kinase inh | OX1R antag
O=C(CSc1nc2ccccc2c(=O)n1-c1ccccc1)N1CCC1 | -0.6 | 10
CC(C)C(=O)c1cc2c(cc1NC(=O)c1ccccc1)OCCO2 | -0.4 | 0
CC(COS(N)(=O)=O)Cc1ccc(C(F)(F)F)cc1 (stereo unspecified) | -1.1 | 4

New compounds follow.
SMILES | STK33 kinase inh | OX1R antag
COc1cccc2cc(C(=O)Nc3ccccc3Cl)/c(=N/NS(=O)(=O)c3ccccc3)oc12 | -0.6 | 5
CC(=O)Nc1ccc(NS(=O)(=O)c2ccc(OC(C)C(=O)N3CCOCC3)cc2)cc1 (stereo unspecified) | -3.0 | 23
O=C(NCc1ccccc1)[C@H]1C[C@@H]1[C@H](NP(=O)(c1ccccc1)c1ccccc1)c1ccccc1 | -1.1 | 42
O=C(Nc1ccnc(-c2cccnc2)n1)c1ccc(Cl)cc1 | 1.2 | 0
CCCc1cc(=O)[nH]c(SCC(=O)N(C)C2CCS(=O)(=O)C2)n1 (stereo unspecified) | 0.4 | 18
COCCCNC(=O)CNC(=O)c1nn(-c2ccc(OC)cc2OC)c(=O)c2ccccc12 | -1.1 | -6
CC(=O)c1cc(C#N)c(SCCC(C)C)nc1C | -0.3 | 6
O=C(CSc1ccccn1)Nc1cccc(S(=O)(=O)N2CCCC2)c1 | 0.7 | 0
CCN1CCN(CC(O)COCCOc2ccc(Br)cc2)CC1 (stereo unspecified) | 0.2 | -3
CC1CCN(C(=O)COC(=O)c2cc(Cl)c3c(c2)OCO3)CC1 | 0.1 | 7
CCOC(=O)C1=C(C)NC(=O)CC1c1ccccc1OC (stereo unspecified) | -1.3 | 7
Cc1occc1C(=O)NNC(=O)Cc1ccccc1 | -1.4 | 13
COc1ccc(C(C(=O)NC2CCCC2)N(CCC(C)C)C(=O)CCC(=O)Nc2cc(C)on2)cc1 (stereo unspecified) | -1.0 | 19
COc1ccc(NC(=O)c2ccc(NC(=O)COC(=O)c3cnc(C)cn3)cc2)cc1 | -0.8 | 11
Cc1nc2cc(-c3cccc(F)c3)nn2c(C)c1CCC(=O)N1CCN(c2ccccn2)CC1 | -2.8 | 7

3 successive entries from above:
SMILES | STK33 kinase inh | OX1R antag
COc1ccc(C(C(=O)NC2CCCC2)N(CCC(C)C)C(=O)CCC(=O)Nc2cc(C)on2)cc1 (stereo unspecified) | -1.0 | 19
COc1ccc(NC(=O)c2ccc(NC(=O)COC(=O)c3cnc(C)cn3)cc2)cc1 | -0.8 | 11
Cc1nc2cc(-c3cccc(F)c3)nn2c(C)c1CCC(=O)N1CCN(c2ccccn2)CC1 | -2.8 | 7

Returning to the listing, starting two compounds before the break.
SMILES | STK33 kinase inh | OX1R antag
COc1ccc(NC(=O)c2ccc(NC(=O)COC(=O)c3cnc(C)cn3)cc2)cc1 | -0.8 | 11
Cc1nc2cc(-c3cccc(F)c3)nn2c(C)c1CCC(=O)N1CCN(c2ccccn2)CC1 | -2.8 | 7
Cc1ccc(OCC(=O)N2CCc3ccccc3C2)c(Br)c1 | -0.4 | -7
CCC(=O)N[C@@H]1CC(C(C)(C)NC(=O)CC)CC=C1C (stereo partly specified) | -3.6 | 19
Nc1c(-c2cccs2)cnn1-c1nc(-c2ccc(F)cc2)cs1 | -0.9 | 16
O=C(Cn1c(NCCCCl)nc2ccccc21)c1ccccc1 | -1.1 | 2
O=C(Cc1n[nH]c(=O)c2ccccc12)N1CCN(c2ccc(F)cc2)CC1 | -0.6 | -1
COC(=O)c1cccc(NC(=O)CCCOc2cccc(C)c2)c1 | -2.7 | 7
CCOC(=O)[C@H]1[C@H]2COc3ccc(Cl)cc3[C@@H]2N2C(=O)CN(Cc3ccc(F)cc3)C(=O)[C@@]12C | 1.0 | 9
CC1=C(C(=O)OCCOC(C)C)C(c2cc3c(cc2Br)OCO3)C2=C(CCCC2=O)N1 (stereo unspecified) | -1.6 | -2
COc1cc(C2CC(=O)N(c3ccc(C)cc3)C(=O)C2)cc(OC)c1OC | 0.5 | 9
CCOC(=O)N1CCC(NS(=O)(=O)c2cc(Br)cc3c2N(C(=O)CC)CC3)CC1 | 0.1 | 8
COc1cc(Cl)c(S(=O)(=O)NCc2ccccn2)cc1Cl | -1.1 | 9
Cn1c(Cn2c(=O)sc3ccccc32)nnc1SCC(=O)NCc1ccco1 | 2.0 | 11
Cc1ccc(S(=O)(=O)N2CCCC2C(=O)OCC(=O)Nc2ccc3c(c2)OCO3)cc1 (stereo unspecified) | 0.1 | 9
CCCCOC(=O)c1c(C)oc2ccc(NS(=O)(=O)c3ccc4c5c(cccc35)C(=O)N4)cc12 | 0.0 | 13
COCCN(CC(=O)NCC1CCCO1)C(=O)CCC(=O)Nc1ccccn1 (stereo unspecified) | 0.5 | -1
Nc1nc(CSC(=S)N2CCOCC2)nc(Nc2ccccc2)n1 | -0.6 | 69*
O=C(O)c1ccccc1C(=O)Nc1cc(-c2ccccc2)[nH]n1 | 0.2 | -2
CN(Cc1c(F)cccc1Cl)C(=O)c1cnc2ccccc2n1 | 0.7 | 9
COCCNC(=O)c1cc(-c2ccncc2)nc2ccc(S(=O)(=O)N3CCOCC3)cc12 | -2.8 | 35
O=C(Nc1ccc2c(c1)OCO2)c1n[nH]c(=O)c2ccccc12 | -0.9 | 21
CCCCOC(=O)c1cccc(NC(=O)CCC(=O)O)c1 | -0.6 | 17
Cc1occc1C(=O)N1CCCC(CCC(=O)NCc2ccc(F)c(F)c2)C1 (stereo unspecified) | -0.8 | 15
Cc1onc(-c2ccccc2)c1C(=O)NCC1CCN(C(=O)c2c(-c3ccccc3)noc2C)CC1 | 0.2 | 19
CCCCC1(C(=O)OC)NC(c2ccc(O)cc2)C2C(=O)N(c3ccccc3)C(=O)C21 (stereo unspecified) | -0.2 | -1
O=C(NC(=S)NNC(=O)c1ccccc1[N+](=O)[O-])c1ccccc1 | -0.3 | 12
COc1ccc(NC(=O)c2ccc(S(=O)(=O)NCc3cccnc3)cc2)cc1 | -2.0 | 24
c1ccc2c(Cn3nnc4ccccc43)cccc2c1 | -3.0 | 17
O=[N+]([O-])c1cc(S(=O)(=O)N2CCCC2)ccc1NCCc1ccccc1 | -1.8 | 22
COc1ccc(N2C3=[N+](CC2(C)O)c2ccccc2CC3)cc1 (stereo unspecified) | -1.3 | 7
CCOC(=O)C1CCN(S(=O)(=O)c2cccc(C(=O)Nc3ccccc3)c2)CC1 | -1.5 | 4
O=C(NC(=S)NCc1cccnc1)c1ccc([N+](=O)[O-])cc1 | 0.3 | 75*
Cc1ccc2nc(-c3ccc(NC(=O)COC(=O)c4ccc(Br)o4)cc3)sc2c1 | -0.7 | 24
COc1ccc2oc(C(=O)N(CC(C)C)C3CCS(=O)(=O)C3)c(C)c2c1 (stereo unspecified) | -1.7 | 13
CCOC(=O)C1=C(COC(=O)/C=C/c2ccccc2F)NC(=O)NC1C (stereo unspecified) | -0.3 | 16
Cc1ccc(C)c(N2CCN(CCN3CCCCC3)CC2)c1 | -0.9 | 5
CCOC(=O)CCCNC(=O)CN1C(=O)NC2(CCCCCC2)C1=O | -1.5 | 15
CCN(CC(=O)Nc1ccc(NC(C)=O)cc1)C(=O)C1(c2ccccc2)CC1 | 1.1 | -3
CC1CC(C)(C)NC(=S)S1 (stereo unspecified) | -1.3 | 2
Cc1cc(C)nc(NS(=O)(=O)c2ccc(N3C(=O)C4CCCCC4C3=O)cc2)n1 (stereo unspecified) | 0.2 | 28
O=C(COC(=O)[C@@H]1CCCN1S(=O)(=O)c1ccc(Cl)cc1)NC12CC3CC(CC(C3)C1)C2 | -0.8 | 2
COc1ccc(S(=O)(=O)N2CCC(C(=O)Nc3ccc4c(c3)OCCO4)CC2)cc1OC | -1.0 | 14
COc1cc(NC(=S)Nc2ccccn2)cc(OC)c1 | 0.7 | 11
CCN1CCN(CC(=O)Nc2sc3c(c2C#N)CCC(C)C3)CC1 (stereo unspecified) | -1.8 | 20
Nc1nnc(Cc2ccc(Cl)c(Cl)c2)s1 | 0.5 | 16
CCOc1ccccc1NC(=O)CNS(=O)(=O)c1ccc2nc(C)sc2c1 | 0.1 | 14
O=C(COc1ccc2c(-c3ccccc3)cc(=O)oc2c1)Nc1ccc(CCO)cc1 | 0.0 | 15
CNC(=O)c1[nH]cnc1C(=O)N[C@@H](CC(C)C)C(=O)OC(C)(C)C | 3.5 | 16
CCCS(=O)(=O)N1CCC(C(=O)NCc2cccnc2)CC1 | -1.9 | 9
COc1ccc(CCNC(=O)C2CCN(S(=O)(=O)c3ccc(OC)c(OC)c3)CC2)cc1 | -0.8 | 24
Cc1oc(-c2ccccc2Cl)[n+]([O-])c1C | -0.3 | 11

Bioassay records: PubChem, several laboratories
